Assay outcomes (PubChem BioAssay)
KCNK9 inh: inhibitors of human KCNK9 two-pore domain potassium channel; B-score at 10 µM; Q9NPC2; HEK293 KCNK9, FluxOR thallium flux fluorescence; stronger effect = lower value; AID 488922; 310,000 tested, 1.2% active;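 active = ratio B-score over 3 SD below the library mean, with starting fluorescence within 5 SD of its mean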;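 note: negative B-score means less thallium flux so channel inhibition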
Target sequence (Q9NPC2 whole entry, looked up, the tested form may be a part): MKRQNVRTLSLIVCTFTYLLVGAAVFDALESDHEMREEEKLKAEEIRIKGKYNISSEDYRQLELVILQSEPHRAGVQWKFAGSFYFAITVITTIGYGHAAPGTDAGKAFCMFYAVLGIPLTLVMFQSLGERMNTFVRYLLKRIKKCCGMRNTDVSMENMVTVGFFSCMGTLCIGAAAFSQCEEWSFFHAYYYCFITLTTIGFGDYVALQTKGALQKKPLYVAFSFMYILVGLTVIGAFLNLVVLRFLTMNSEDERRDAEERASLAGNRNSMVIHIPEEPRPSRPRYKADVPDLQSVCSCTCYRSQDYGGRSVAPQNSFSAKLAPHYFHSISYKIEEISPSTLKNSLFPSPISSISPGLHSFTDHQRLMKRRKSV
KCNQ1 block: inhibitors of human KCNQ1 potassium channel; P51787; CHO-K1 KCNQ1, FluxOR thallium flux fluorescence; stronger effect = higher value; B-score at 10 µM; 310,000 tested, 1.3% active; AID 2642;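 active = compounds whose thallium flux B-score, printed positive for inhibition, exceeds three library SD while starting fluorescence stays within three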;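 note: channel opened by potassium depolarization with thallium stimulus after 20 min compound exposure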
KCNK3 block: human KCNK3 channel inhibition, primary screen; O14649; CHO-KCNK3 thallium flux, FluxOR fluorescence; stronger effect = lower value; B-score at 10 µM; 340,000 tested, 0.84% active; AID 602410;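 active = B-score under library mean minus 4 SD, starting fluorescence ratio at most library mean plus 5 SD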;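 note: more negative B-score means stronger inhibition of thallium flux through KCNK3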
RGS4 pot: RGS4 potentiation or activation; HEK293 M3R/inducible RGS4, carbachol calcium flux Fluo4; stronger effect = lower value; B-score at 10 µM; 310,000 tested, 0.92% active; AID 463111;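 active = B-score of the integrated calcium signal more than 4 SD below the library mean, with starting fluorescence not abnormally high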;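 note: negative B-score means reduced calcium response which marks RGS4 activation or potentiation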
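Reagent: ECmax carbachol challenge; Test system: M3R-expressing HEK293 line, RGS4 induced by doxycycline; Schedule: overnight RGS4 induction, 30 min dye load 37 °C, 20 min compound RT; Detection: calcium dye Fluo4 fluorescence; Read-out: Agonist-evoked peak-minus-minimum fluorescence over baseline, integrated ratio, B score.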
hERG rescue: hERG (human) protection from proarrhythmic block; Q12809; activation (rescue from dofetilide block), less the hit threshold, % at 10 µM; 310,000 tested, 0.51% active; CHO-hERG, FluxOR thallium flux, dofetilide IC70 present; AID 1511;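 active = activation above the mean of controls blocked by dofetilide plus 5 SD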;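 note: thallium influx through hERG after potassium depolarization seen as dye fluorescence rise; in these data hits start at about 4.7%; inactives centre near -7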
KCNQ1 act: potentiators or activators of human KCNQ1 potassium channel; P51787; CHO-K1 KCNQ1, thallium flux FluxOR fluorescence; stronger effect = higher value; B-score at 10 µM; 310,000 tested, 0.35% active; AID 2648;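 active = fluorescence ratio B-score, a plate-corrected score, at least three library SD, with initial intensity B-score within 5 SD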
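System: Stable KCNQ1 CHO-K1 line | Incubation: 90 min dye loading and 20 min compound exposure, both at room temperature | Measure: Ratio B score | Medium: Assay buffer for compound exposure, DMSO matched across wells | Compound dosing: Single-concentration screen | Probe or stimulus: K+/Tl+ depolarizing stimulus | Measured by: Kinetic FluxOR fluorescence, 10 s baseline plus 110 s post-stimulus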
ANO1 activ: activates or potentiates the mouse TMEM16A chloride channel; B-score at 10 µM; 340,000 tested, 0.3% active; HEK293 TMEM16A/YFP-H148Q/I152L, iodide quench fluorescence; stronger effect = lower value;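 active = fluorescence-ratio B-score plate-corrected deviation score at least 3 library SD below zero, with starting fluorescence score within 5 deviations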;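 note: channel opened by trigger with iodide after compound preincubation; score built on the fluorescence ratio of max minus min over baseline; more negative score means more quench and so TMEM16A activation or potentiation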
RGS4 inh: inhibitors of human RGS4 | AID 463165 | P49798 | B-score at 10 µM | 310,000 tested, 0.45% active | HEK293 M3R/RGS4 inducible, Fluo-4 calcium flux; stronger effect = higher value; triggered by carbachol at its EC20;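 active = B-score, a plate-corrected calcium signal, over three deviations above library mean, with baseline fluorescence within five deviations of library mean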;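 note: RGS4 expression induced by doxycycline in cells with stable M3 receptor; B-score is computed from the integrated fluorescence ratio over baseline after carbachol; higher B-score means a larger calcium signal and so more RGS4 inhibition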
Target sequence (P49798 whole entry, looked up): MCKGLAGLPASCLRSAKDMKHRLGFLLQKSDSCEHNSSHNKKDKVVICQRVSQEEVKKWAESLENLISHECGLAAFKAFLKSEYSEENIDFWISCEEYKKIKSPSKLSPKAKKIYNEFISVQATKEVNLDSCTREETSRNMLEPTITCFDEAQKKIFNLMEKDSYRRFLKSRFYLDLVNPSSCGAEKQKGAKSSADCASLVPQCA
MrgX1 PAM: allosterically activates human MrgX1 receptor signaling. 310,000 tested, 0.63% active. B-score at 10 µM. MrgX1-HEK293, Fluo-4 calcium flux, FDSS; stronger effect = higher value. Q96LB2;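 active = plate-corrected calcium response at least 3 library SD above typical, normal starting fluorescence, not activating the receptor alone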;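 note: compound read alongside a low EC10 to EC30 dose of BAM8-22 agonist; peak minus trough fluorescence over baseline measured at the second addition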
Target sequence (Q96LB2 whole entry, looked up): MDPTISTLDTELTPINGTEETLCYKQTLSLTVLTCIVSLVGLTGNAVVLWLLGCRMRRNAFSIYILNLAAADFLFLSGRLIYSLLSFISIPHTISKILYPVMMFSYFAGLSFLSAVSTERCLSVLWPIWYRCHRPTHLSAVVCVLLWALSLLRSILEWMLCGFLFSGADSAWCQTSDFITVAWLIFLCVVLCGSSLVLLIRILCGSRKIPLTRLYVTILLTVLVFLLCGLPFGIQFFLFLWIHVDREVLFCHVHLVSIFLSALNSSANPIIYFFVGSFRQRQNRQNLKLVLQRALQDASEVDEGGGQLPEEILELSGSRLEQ
MrgX1 ag: human MrgX1 receptor agonism, primary screen | Q96LB2 | MrgX1-HEK293 cells, Fluo-4 calcium fluorescence, agonist mode; stronger effect = higher value | B-score at 10 µM | 310,000 tested, 0.44% active;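 active = calcium response B-score plate-corrected fluorescence ratio at least 3 library SD, with starting fluorescence B-score inside 5 SD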
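System: HEK293 cells stably expressing human MrgX1 receptor; Dosing: test compound in the initial addition of three; Schedule: overnight plating, then 30 min 37 °C plus 30 min room-temperature dye loading; Detection: kinetic calcium dye fluorescence, Fluo-4 NW; Controls: per-plate positive and negative controls for Z′ factor.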
ANO1 block: mouse TMEM16A channel inhibition, primary screen; Q8BHY3; HEK293 TMEM16A/YFP iodide influx fluorescence, ionomycin; normalized B-score (activity score, 25-100; higher = stronger inhibition) at 10 µM; 310,000 tested, 1.2% active;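 active = ratio plate-corrected score three or more library SD toward inhibition, starting fluorescence score within five deviations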;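 note: score derived from kinetic fluorescence span divided by baseline fluorescence per well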
* hit, by the source's call.

Results for Cn1cccc1C(=O)OCC(=O)N1CC(=O)Nc2ccccc21 ?
KCNK9 inh: inactive; KCNQ1 block: inactive; KCNK3 block: inactive; RGS4 pot: inactive; hERG rescue: -14; KCNQ1 act: inactive; ANO1 activ: inactive; RGS4 inh: inactive; MrgX1 PAM: inactive; MrgX1 ag: inactive; ANO1 block: inactive

What do the screens show for `CSc1ccccc1NC(=O)N1CCCC(C(=O)c2ccc3c(c2)OCO3)C1` (configuration not stated)?
KCNK9 inh: inactive; KCNQ1 block: inactive; KCNK3 block: inactive; RGS4 pot: inactive; hERG rescue: -11; KCNQ1 act: inactive; ANO1 activ: inactive; RGS4 inh: inactive; MrgX1 PAM: inactive; MrgX1 ag: inactive; ANO1 block: inactive

What do the screens show for `CC(C)(C)c1nnc(NS(=O)(=O)c2cc(Cl)ccc2Cl)s1`?
KCNK9 inh: inactive; KCNQ1 block: inactive; KCNK3 block: inactive; RGS4 pot: inactive; hERG rescue: -6; KCNQ1 act: inactive; ANO1 activ: inactive; RGS4 inh: inactive; MrgX1 PAM: 12*; MrgX1 ag: inactive; ANO1 block: inactive

Results for O=C1C2=C(SCCS2)C(=O)N1c1ccccc1 ?
KCNK9 inh: inactive; KCNQ1 block: inactive; KCNK3 block: inactive; RGS4 pot: inactive; hERG rescue: -12; KCNQ1 act: inactive; ANO1 activ: inactive; RGS4 inh: inactive; MrgX1 PAM: inactive; MrgX1 ag: inactive; ANO1 block: inactive

Results for COc1ccc(CCN2C(=O)CC(NC34CC5CC(CC(C5)C3)C4)C2=O)cc1OC (configuration not stated) ?
KCNK9 inh: inactive; KCNQ1 block: inactive; KCNK3 block: inactive; RGS4 pot: inactive; hERG rescue: -11; KCNQ1 act: inactive; ANO1 activ: inactive; RGS4 inh: inactive; MrgX1 PAM: inactive; MrgX1 ag: inactive; ANO1 block: inactive

How did Nc1cc(OC(=O)c2ccco2)nn1S(=O)(=O)c1ccc(F)cc1 do in these assays?
KCNK9 inh: inactive; KCNQ1 block: inactive; KCNK3 block: inactive; RGS4 pot: inactive; hERG rescue: 4; KCNQ1 act: inactive; ANO1 activ: inactive; RGS4 inh: inactive; MrgX1 PAM: inactive; MrgX1 ag: inactive; ANO1 block: inactive

What do the screens show for `COc1ccccc1Oc1cc(-n2nc(C)cc2C)ncn1`?
KCNK9 inh: inactive; KCNQ1 block: inactive; KCNK3 block: inactive; RGS4 pot: inactive; hERG rescue: -1; KCNQ1 act: inactive; ANO1 activ: inactive; RGS4 inh: inactive; MrgX1 PAM: inactive; MrgX1 ag: inactive; ANO1 block: inactive

Results for NS(=O)(=O)c1ccc(CCNC(=O)COc2ccc3c4c(c(=O)oc3c2)CCC4)cc1 ?
KCNK9 inh: inactive; KCNQ1 block: inactive; KCNK3 block: inactive; RGS4 pot: inactive; hERG rescue: -5; KCNQ1 act: inactive; ANO1 activ: inactive; RGS4 inh: inactive; MrgX1 PAM: inactive; MrgX1 ag: inactive; ANO1 block: inactive

How did CCS(=O)(=O)Nc1ccc(-c2nnc(SCC(=O)OC)o2)cc1 do in these assays?
KCNK9 inh: inactive; KCNQ1 block: inactive; KCNK3 block: inactive; RGS4 pot: inactive; hERG rescue: -6; KCNQ1 act: inactive; ANO1 activ: inactive; RGS4 inh: inactive; MrgX1 PAM: inactive; MrgX1 ag: inactive; ANO1 block: inactive

What do the screens show for `CC(C(N)=O)N1C(=O)C2C3C=CC(C3)C2C1=O` (configuration not stated)?
KCNK9 inh: inactive; KCNQ1 block: inactive; KCNK3 block: inactive; RGS4 pot: inactive; hERG rescue: -4; KCNQ1 act: inactive; ANO1 activ: inactive; RGS4 inh: inactive; MrgX1 PAM: inactive; MrgX1 ag: inactive; ANO1 block: inactive

How did Cc1ccc(N2C(=O)CSC23C(=O)Nc2ccccc23)cc1 (configuration not stated) do in these assays?
KCNK9 inh: inactive; KCNQ1 block: inactive; KCNK3 block: inactive; RGS4 pot: inactive; hERG rescue: -6; KCNQ1 act: inactive; ANO1 activ: inactive; RGS4 inh: inactive; MrgX1 PAM: inactive; MrgX1 ag: inactive; ANO1 block: inactive

Results for c1cc(-c2sc(-c3ccncc3)c(-c3ccncc3)c2-c2ccncc2)ccn1 ?
KCNK9 inh: inactive; KCNQ1 block: inactive; KCNK3 block: inactive; RGS4 pot: inactive; hERG rescue: -8; KCNQ1 act: inactive; ANO1 activ: inactive; RGS4 inh: inactive; MrgX1 PAM: inactive; MrgX1 ag: inactive; ANO1 block: inactive

What do the screens show for `CCCNC(=O)C(=O)NCCC1=CCCCC1`?
KCNK9 inh: inactive; KCNQ1 block: inactive; KCNK3 block: inactive; RGS4 pot: inactive; hERG rescue: -3; KCNQ1 act: inactive; ANO1 activ: inactive; RGS4 inh: inactive; MrgX1 PAM: inactive; MrgX1 ag: inactive; ANO1 block: inactive

Results for CCOC(=O)c1sc2nc(C)cc(C)c2c1NC(=O)c1ccco1 ?
KCNK9 inh: inactive; KCNQ1 block: inactive; KCNK3 block: inactive; RGS4 pot: inactive; hERG rescue: -2; KCNQ1 act: inactive; ANO1 activ: inactive; RGS4 inh: inactive; MrgX1 PAM: inactive; MrgX1 ag: inactive; ANO1 block: inactive

What do the screens show for `Cc1cc(S(=O)(=O)NCCN2CCOCC2)ccc1Cl`?
KCNK9 inh: inactive; KCNQ1 block: inactive; KCNK3 block: inactive; RGS4 pot: inactive; hERG rescue: -7; KCNQ1 act: inactive; RGS4 inh: inactive; MrgX1 PAM: inactive; MrgX1 ag: inactive; ANO1 block: inactive

What do the screens show for `CC(C)CNS(=O)(=O)c1ccc(CCC(=O)NCc2ccc(Cl)cc2)cc1`?
KCNK9 inh: inactive; KCNQ1 block: inactive; KCNK3 block: inactive; RGS4 pot: inactive; hERG rescue: 0; KCNQ1 act: inactive; ANO1 activ: inactive; RGS4 inh: inactive; MrgX1 PAM: inactive; MrgX1 ag: inactive; ANO1 block: inactive

What do the screens show for `NC(=O)c1cccc(C(N)=O)n1`?
KCNK9 inh: inactive; KCNQ1 block: inactive; KCNK3 block: inactive; RGS4 pot: inactive; hERG rescue: -8; KCNQ1 act: inactive; ANO1 activ: inactive; RGS4 inh: inactive; MrgX1 PAM: inactive; MrgX1 ag: inactive; ANO1 block: inactive

How did O=C(C1=C(O)C(=O)N(CCOCCO)C1c1ccccn1)c1cccs1 (configuration not stated) do in these assays?
KCNK9 inh: inactive; KCNQ1 block: inactive; KCNK3 block: inactive; RGS4 pot: inactive; hERG rescue: -7; KCNQ1 act: inactive; ANO1 activ: inactive; RGS4 inh: inactive; MrgX1 PAM: inactive; MrgX1 ag: inactive; ANO1 block: inactive

How did Oc1c(C(c2ccccn2)N2CCOCC2)ccc2cccnc12 (configuration not stated) do in these assays?
KCNK9 inh: inactive; KCNQ1 block: inactive; KCNK3 block: inactive; RGS4 pot: inactive; hERG rescue: -4; KCNQ1 act: inactive; ANO1 activ: inactive; RGS4 inh: inactive; MrgX1 PAM: inactive; MrgX1 ag: inactive; ANO1 block: inactive

How did C=CCN1CCN(C(c2ccc(OC)c(OC)c2)c2nnnn2C(C)(C)C)CC1 (configuration not stated) do in these assays?
KCNK9 inh: inactive; KCNQ1 block: inactive; KCNK3 block: inactive; RGS4 pot: inactive; hERG rescue: -4; KCNQ1 act: inactive; ANO1 activ: inactive; RGS4 inh: inactive

What do the screens show for `CC(C)(C)C1CCc2c(sc(NC(=O)CSc3ncn[nH]3)c2C#N)C1` (configuration not stated)?
KCNK9 inh: inactive; KCNQ1 block: inactive; KCNK3 block: inactive; RGS4 pot: inactive; hERG rescue: -11; KCNQ1 act: inactive; ANO1 activ: inactive; RGS4 inh: inactive; MrgX1 PAM: inactive; MrgX1 ag: inactive; ANO1 block: inactive

How did Cc1cnc(C(=O)Nc2nccs2)cn1 do in these assays?
KCNK9 inh: inactive; KCNQ1 block: inactive; KCNK3 block: inactive; RGS4 pot: inactive; hERG rescue: 2; KCNQ1 act: inactive; ANO1 activ: inactive; RGS4 inh: inactive; MrgX1 PAM: inactive; MrgX1 ag: inactive; ANO1 block: inactive

What do the screens show for `CCCCCOc1ccc(C2C(C(=O)c3ccc(C)o3)=C(O)C(=O)N2c2cc(C)on2)cc1` (configuration not stated)?
KCNK9 inh: inactive; KCNQ1 block: inactive; KCNK3 block: inactive; RGS4 pot: inactive; hERG rescue: -8; KCNQ1 act: inactive; ANO1 activ: inactive; RGS4 inh: inactive; MrgX1 PAM: inactive; MrgX1 ag: inactive; ANO1 block: inactive

Results for COc1ccc(NC(=O)c2cccs2)cc1O ?
KCNK9 inh: inactive; KCNQ1 block: inactive; KCNK3 block: inactive; RGS4 pot: inactive; hERG rescue: -7; KCNQ1 act: inactive; ANO1 activ: inactive; RGS4 inh: inactive; MrgX1 PAM: inactive; MrgX1 ag: inactive; ANO1 block: inactive

Results for O=C(CCS(=O)(=O)c1ccc(Br)s1)NCc1ccccc1 ?
KCNK9 inh: inactive; KCNQ1 block: inactive; KCNK3 block: inactive; RGS4 pot: inactive; hERG rescue: -5; KCNQ1 act: inactive; ANO1 activ: inactive; RGS4 inh: inactive; MrgX1 PAM: inactive; MrgX1 ag: inactive; ANO1 block: inactive

What do the screens show for `COc1ccc(OCCCC(=O)N2CCN(S(=O)(=O)c3cccc(F)c3)CC2)cc1`?
KCNK9 inh: inactive; KCNQ1 block: inactive; KCNK3 block: inactive; RGS4 pot: inactive; hERG rescue: -12; KCNQ1 act: inactive; ANO1 activ: inactive; RGS4 inh: inactive; MrgX1 PAM: inactive; MrgX1 ag: inactive; ANO1 block: inactive

What do the screens show for `Cc1cc(C(F)F)n2nc(C(=O)Nc3sc4c(c3C(N)=O)CCC4)nc2n1`?
KCNK9 inh: inactive; KCNQ1 block: inactive; KCNK3 block: inactive; RGS4 pot: inactive; hERG rescue: -12; KCNQ1 act: inactive; ANO1 activ: inactive; RGS4 inh: inactive; MrgX1 PAM: inactive; MrgX1 ag: inactive; ANO1 block: inactive
